KAT2A inh – blocks human GCN5L2 histone acetyltransferase; GCN5L2 HAT assay, ThioGlo1 CoA-SH fluorescence; 390,000 tested, 0.21% active; Potency, µM (titrated, usually from 58.9 µM), for inactives: at the top dose activity change, negative = inhibition, usual class: inhibitors
Target sequence (Q92830 whole entry, looked up): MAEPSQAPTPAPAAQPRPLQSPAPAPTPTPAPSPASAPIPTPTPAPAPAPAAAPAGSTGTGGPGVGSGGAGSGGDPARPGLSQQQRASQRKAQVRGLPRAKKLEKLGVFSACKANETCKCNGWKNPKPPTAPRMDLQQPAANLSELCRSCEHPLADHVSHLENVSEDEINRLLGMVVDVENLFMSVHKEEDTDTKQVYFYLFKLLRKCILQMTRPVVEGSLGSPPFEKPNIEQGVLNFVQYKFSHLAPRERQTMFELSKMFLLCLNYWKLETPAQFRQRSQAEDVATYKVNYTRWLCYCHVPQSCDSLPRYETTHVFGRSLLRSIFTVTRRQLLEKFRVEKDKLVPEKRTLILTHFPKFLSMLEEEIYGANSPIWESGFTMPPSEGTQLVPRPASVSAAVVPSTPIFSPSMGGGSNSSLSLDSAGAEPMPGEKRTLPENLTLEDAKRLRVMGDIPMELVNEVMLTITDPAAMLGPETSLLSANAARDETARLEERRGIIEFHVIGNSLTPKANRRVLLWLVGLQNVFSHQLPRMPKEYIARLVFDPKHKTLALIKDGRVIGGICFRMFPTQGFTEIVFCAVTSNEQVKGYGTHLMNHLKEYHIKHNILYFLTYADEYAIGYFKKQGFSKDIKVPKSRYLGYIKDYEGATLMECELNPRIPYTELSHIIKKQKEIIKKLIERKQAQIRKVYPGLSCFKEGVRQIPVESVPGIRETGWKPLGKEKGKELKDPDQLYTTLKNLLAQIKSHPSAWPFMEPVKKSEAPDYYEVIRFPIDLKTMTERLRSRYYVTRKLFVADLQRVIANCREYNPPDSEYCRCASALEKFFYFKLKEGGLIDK
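qHTS, 1536-well. 20nM enzyme, pH 7.5 HEPES/EDTA/Tween-20 buffer; 15 min compound preinc., RT. Start: 75uM H3(1-25), 70uM AcCoA, 50uM ThioGlo1. Read Ex340/Em540 at t=0 (autofluorescence flag) and t=20 min.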
DT40 TDP1 CPT – DT40-hTDP1 cell growth loss with CPT; chicken DT40 Tdp1-/-;hTDP1 cells + 20 nM CPT, ATP luminescence, 48 h; Potency, µM (doses to about 46.2 µM), for the others: at the highest dose activity change, negative = growth inhibition, usual class: inhibitors; 420,000 tested, 12% active; AID 686979; further: nearly all actives have a fitted effect of over 55% in size
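Chicken DT40 Tdp1-/- cells stably complemented with human TDP1 were seeded at 400 cells/well in medium containing 20 nM camptothecin, exposed to pin-transferred compounds, and grown at 37 °C for at least 48 hr. Viability was read as ATP luminescence.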
TDP1 cell noCPT – qHTS for Inhibitors of human tyrosyl-DNA phosphodiesterase 1 (TDP1): qHTS in cells in absence of CPT; DT40 Tdp1-/- hTDP1 cells, no CPT, ATP luminescence, 48 h; Potency, µM (doses to about 46.2 µM), for the others: top-dose activity change, negative = growth inhibition, actives largely listed as inhibitors; 420,000 tested, 15% active; AID 686978, 2013; further: nearly all actives have a fitted effect of over 55% in size
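Growth of hTDP1-complemented DT40 Tdp1-knockout cells is measured by ATP luminescence after at least 48 hr compound exposure at 37 °C, with DMSO substituting for the 20 nM CPT used in the parallel screen.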
* hit, by the source's call; ? = inconclusive; · = not tested or not shown; & = joins results of further samples; [ ] = remark or other dose. The call rests on the fitted dose curve; in most records, active means well fitted curve in the direction sought with a large enough effect; inconclusive means small, poorly fitted or top-dose-only effect, or another doubt; inactive means no such curve, though single readings can be large; an effect the other way counts as inactive or inconclusive. On the % scale 0 is the no-effect control and ±100 the full control effect; potency means the concentration at half of the fitted maximal effect.

SMILES | KAT2A inh | DT40 TDP1 CPT | TDP1 cell noCPT
Cc1ccc(NC(=S)N2CCCCCC2)cc1 | -18% | 8% | -4%
CCc1cc2c(Nc3ccc(O)cc3)nc(C)nc2s1 | 1% | -27% | -20%
CCOc1cc(/C=C2\SC(=NC)N(C)C2=O)cc(Cl)c1OC(C)=O | 14% | ? | ?
CC(C)C(=O)Nc1ccccc1N1CCN(S(C)(=O)=O)CC1 | -3% | -20% | -10%
COC(=O)N1CCC2(CC1)CN(C(=O)Nc1ccc(OC)cc1)C2 | 8% | 7% | -1%
COc1cc(C(NC=O)C(=O)Nc2c(C)cccc2C)ccc1O (stereo unspecified) | 1% | -3% | 4%
CSCC[C@H](NC(=O)OC(C)(C)C)C(=O)N/N=C/c1ccc2nccnc2c1 | -8% | ? | 12µM*
N#Cc1ccc(Oc2cccnc2)cc1C#N | -3% | -20% | -9%
O=C(CCc1nc2ccccc2c(=O)[nH]1)N1CCN(S(=O)(=O)c2ccc(Cl)c(C(F)(F)F)c2)CC1 | -7% | ? | ?
COC(C(=O)Nc1ccc(F)cc1F)c1ccccc1 (stereo unspecified) | 1% | 1% | -1%
CC1CCc2cc(F)ccc2N1C(=O)c1cccnc1 (stereo unspecified) | -18% | -19% | ?
O=C(c1cccc(C(F)(F)F)c1)N1CCC(O)(CS(=O)(=O)Cc2ccccc2Cl)CC1 | 32%[activator] | ? | -20%
O=C(NCc1ccc(Cl)cc1)c1cc(=O)[nH]c2ccccc12 | 2% | 5% | 2%
CC(=O)c1ccc(N2CCN(S(=O)(=O)c3ccc4c(c3)C(C)(C)C(=O)N4)CC2)cc1 | -10% | -23% | ?
COc1ccc(N(CC(=O)NCc2ccc3c(c2)OCO3)S(C)(=O)=O)cc1OC | -3% | -4% | -4%
Nc1nc(Cl)c2ncn(C3OC(CO)C(O)C3O)c2n1 (stereo unspecified) | -3%&-1% | ? | ?
O=[N+]([O-])c1ccccc1S(=O)(=O)Nc1cccc(-c2ccc(N3CCOCC3)nn2)c1 | -27% | ? | -3%
COc1ccc(C(=O)NCCc2cccc(Cl)c2)cc1OC1CCN(C(C)=O)CC1 | 1% | ? | ?
Cc1cc(C)cc(NC(=O)c2nnn(Cc3cccc(Br)c3)c2N)c1 | -4% | ? | ?
Cc1sc2ccccc2[n+]1CCC(C)S(=O)(=O)[O-] (stereo unspecified) | -16% | -9% | -1%
COc1ccc(Cl)cc1NC(=O)Cn1ncc2c3ccccc3n(Cc3ccccc3)c2c1=O | 0% | ? | 15µM*
Cn1cc([N+](=O)[O-])c(C(=O)Nc2ccn(C34CC5CC(CC(C5)C3)C4)n2)n1 | 3% | -27% | ?
COc1ccc(OCc2cccc(C(=O)O)c2)cc1 | 0% | ? | ?
Cc1ccnc(NC(=O)c2c(-c3ccccc3Cl)noc2C)c1 | 0% | ? | -28%
Cc1c(N2C(=O)C(=O)/C(=C(/O)c3ccccc3)C2c2ccc(F)cc2)c(=O)n(-c2ccccc2)n1C (stereo unspecified) | -5% | -6% | 6%
Cc1cc[n+](CC(=O)Nc2nc3ccccc3s2)cc1 | 4% | 7% | 8%
CCNS(=O)(=O)c1c(C)cc(C)c(N(C)S(=O)(=O)c2ccccc2)c1C | -4% | -18% | ?
CCn1c(=S)sc2c(=O)n(CC(=O)Nc3ccc(Cl)cc3)c(C)nc21 | -6% | ? | -8%
COc1ccc(S(=O)(=O)N(C)CC(=O)NCCCN2CCOCC2)cc1C | · | ? | -26%
COc1ccccc1CCC(=O)Nc1ccc2c(c1)c(=O)n(C)n2Cc1cccc(C(F)(F)F)c1 | · | 23µM* | ?
CC(C)Cc1cc(C(=O)N2CCC(N3CCC(C(=O)N4CCCC4)CC3)CC2)n[nH]1 | -9% | 4% | 1%
Cc1ccc(C)c2[nH]c(=O)c(C(c3nnnn3C(C)(C)C)N3CC=C(c4ccc(F)cc4)CC3)cc12 (stereo unspecified) | -2% | ? | 16µM*
COc1ccccc1NC(=O)CSc1nc(=O)n(CCN2CCOCC2)c2c1CCC2 | 2% | 2% | 5%
O=C(CSc1nc2ccccc2c(=O)n1-c1ccc(F)cc1)Nc1ccc(C(=O)O)cc1 | 13% | 28% | 13%
O=C(NCc1ccccc1)c1cc(C2COCCN2S(=O)(=O)c2ccccc2)on1 (stereo unspecified) | · | 4% | -22%
CCOC(=O)C1(CCc2ccccc2)CCN(C(=O)C2=C(C)OCCO2)CC1 | -5% | -22% | ?

Laid out differently: results already given
Every second line gives: KAT2A inh	DT40 TDP1 CPT	TDP1 cell noCPT
Cc1ccc(NC(=S)N2CCCCCC2)cc1
    -18%	8%	-4%
CCc1cc2c(Nc3ccc(O)cc3)nc(C)nc2s1
    1%	-27%	-20%
CCOc1cc(/C=C2\SC(=NC)N(C)C2=O)cc(Cl)c1OC(C)=O
    14%	?	?
CC(C)C(=O)Nc1ccccc1N1CCN(S(C)(=O)=O)CC1
    -3%	-20%	-10%
COC(=O)N1CCC2(CC1)CN(C(=O)Nc1ccc(OC)cc1)C2
    8%	7%	-1%
COc1cc(C(NC=O)C(=O)Nc2c(C)cccc2C)ccc1O (stereo unspecified)
    1%	-3%	4%
CSCC[C@H](NC(=O)OC(C)(C)C)C(=O)N/N=C/c1ccc2nccnc2c1
    -8%	?	12µM*
N#Cc1ccc(Oc2cccnc2)cc1C#N
    -3%	-20%	-9%
O=C(CCc1nc2ccccc2c(=O)[nH]1)N1CCN(S(=O)(=O)c2ccc(Cl)c(C(F)(F)F)c2)CC1
    -7%	?	?
COC(C(=O)Nc1ccc(F)cc1F)c1ccccc1 (stereo unspecified)
    1%	1%	-1%
CC1CCc2cc(F)ccc2N1C(=O)c1cccnc1 (stereo unspecified)
    -18%	-19%	?
O=C(c1cccc(C(F)(F)F)c1)N1CCC(O)(CS(=O)(=O)Cc2ccccc2Cl)CC1
    32%[activator]	?	-20%
O=C(NCc1ccc(Cl)cc1)c1cc(=O)[nH]c2ccccc12
    2%	5%	2%
CC(=O)c1ccc(N2CCN(S(=O)(=O)c3ccc4c(c3)C(C)(C)C(=O)N4)CC2)cc1
    -10%	-23%	?
COc1ccc(N(CC(=O)NCc2ccc3c(c2)OCO3)S(C)(=O)=O)cc1OC
    -3%	-4%	-4%
Nc1nc(Cl)c2ncn(C3OC(CO)C(O)C3O)c2n1 (stereo unspecified)
    -3%&-1%	?	?

Next structures:
SMILES | KAT2A inh | DT40 TDP1 CPT | TDP1 cell noCPT
Cc1occc1C(=O)N1CCN(c2ccc(Cl)c(Cl)c2)CC1 | -35% | ? | 16µM*
O=C(CSc1nnc(-c2ccccc2Cl)n1Cc1ccco1)Nc1ccc2c(c1)OCCO2 | 1% | -22% | ?
O=C(CCCCCn1c(=O)[nH]c2ccsc2c1=O)NCc1ccccc1 | 0% | 3% | -30%
O=C(O)c1cc(N2C(=O)C=CC2=O)cc(N2C(=O)C=CC2=O)c1 | · | -2% | 0%
O=C(C(Cc1ccccc1)N1C(=O)C2C3C=CC(C3)C2C1=O)N1CCCCCC1 (stereo unspecified) | · | -23% | -24%
CC(=O)Nc1ccc(S(=O)(=O)NC(C)(C#N)C2CC2)cc1 (stereo unspecified) | 1% | -4% | -13%
O=C(COc1ccc2c(C(F)(F)F)cc(=O)oc2c1)Nc1ccc2c(c1)OCCO2 | -5% | -7% | -6%
O=[N+]([O-])c1cccc(OCc2cn3cccnc3n2)c1 | -7% | 13% | 0%
CC(=O)Nc1ccc(NC(=O)c2ccc3c(c2)NC(=O)c2ccccc2S3)cc1 | -6% | -15% | 5%
COc1ccc(NC(=O)c2ccc3c(c2)c(C)c(C)n3Cc2ccc(F)cc2)cc1 | -13% | 5.2µM* | 4.6µM*
COC(=O)c1cc(NC(=O)c2nccnc2C(=O)O)cc(C(=O)OC)c1 | -2% | -3% | 18%
Nc1nc(-c2cccnc2)nn1S(=O)(=O)c1ccccc1 | · | -27% | -14%
O=C(c1ccc(-n2cncn2)c([N+](=O)[O-])c1)N1CCN(S(=O)(=O)c2cccc(F)c2)CC1 | -7% | ? | ?
COc1ccc2oc(C(=O)NCc3cc(OC)c(OC)cc3OC)c(C)c2c1 | -9% | 23µM* | 16µM*
CCC(C)(C)NC(=O)C(c1cccn1C)N(C(=O)Cn1nnc2ccccc21)c1ccccc1OC (stereo unspecified) | 0% | ? | ?
COc1cc(OC)c(C2C=C(c3ccc(C)cc3)Nc3c(C(=O)Nc4ccccc4)cnn32)cc1OC (stereo unspecified) | -16% | ? | ?
CCOC(=O)c1sc(NC(=O)CCN2C(=O)C3CCCCC3C2=O)cc1C (stereo unspecified) | -3% | -4% | 10%
COc1ccc(OC)c(/C=C/C(=O)N2C(=O)c3cccc(N)c3C2=O)c1 | -18% | 4.6µM* | 5.2µM*
O=C(Nc1ccc(N2CCCCC2)cc1)c1cccnc1 | 0% | 2% | ?
CC(NC(=S)Nc1ccc(OC(F)F)cc1OC(F)F)C(C)(C)C (stereo unspecified) | -6% | ? | ?
COc1ccc(-c2cc(=O)oc3c(C)c(OCC(=O)N(C)C)ccc23)cc1 | -9% | ? | ?
CCNC(=O)NC(=O)C(C)On1nnc2ccc(S(=O)(=O)N(CC)CC)cc21 (stereo unspecified) | -4% | -25% | 3%
CC(C)c1ccc(CN2CCC(C)(Oc3ccc(Cl)cc3)C2)cc1 (stereo unspecified) | · | ? | ?
COc1cc2c(cc1OC)-c1cc3cc(OC)c(OC)cc3c(=O)n1CC2 | · | -22%[9.04 µM] | ?
CC(=O)Nc1ccc(OCC(O)Cn2c(CO)nc3ccccc32)cc1 (stereo unspecified) | -12% | -5% | 1%
O=C1CCN(Cc2ccc(Br)cc2)CCN1[C@H](CO)Cc1ccccc1 | 0% | 20µM* | ?
COc1ccc(C(=O)NCCc2cn3ccc(C)cc3n2)cc1 | 4% | ? | -18%
O=C(c1cccn2c(=O)c3ccccc3nc12)N1CCN(Cc2ccc3c(c2)OCO3)CC1 | -4% | -24% | ?
CN(Cc1ccco1)c1ncnc2ccc(-c3ccccc3C#N)cc12 | -3% | ? | ?
CCOC(=O)Cn1nc(C)c(NC(=O)CCc2ccc(OC)cc2)c1C | 18% | -4% | 5%
CCCC(=O)Oc1ccc2[nH]c(C(=O)c3cc4ccccc4[nH]3)cc2c1 | · | ? | ?
O=C(O)CC/C(=N/NC(=O)c1cccs1)c1ccccc1 | 1% | -3% | 5%
CCn1c(C)nc2cc(C(=O)N/N=C/c3ccc(OC)c(O)c3)ccc21 | -3% | -17% | 9%
CCOC(=O)COc1ccc([N+](=O)[O-])cc1-c1ccnc2cc(-c3ccc(C)cc3)nn12 | -8% | -3% | -21%
CCOC(=O)C1CCCN(C(=O)c2cc(C#N)cs2)CC1 (stereo unspecified) | · | 1% | 5%
Cc1cc(C)c2oc(C(=O)NCCc3ccc(S(N)(=O)=O)cc3)cc(=O)c2c1 | 2%&-5% | -19%&-5% | ?
COc1ccc(C(=O)NC(=S)N2CCN(c3ccccc3O)CC2)cc1 | -1% | ? | ?
Cc1ccc(-c2nc(NC(=O)CSc3ncn[nH]3)ns2)cc1 | -1% | ? | ?
COc1ccc(NS(=O)(=O)c2cccc(C(=O)NCC(c3ccc(F)cc3)N3CCOCC3)c2)cc1 (stereo unspecified) | -10% | -29% | -23%

Screening data from PubChem BioAssay.

The list is partial. The share of hits here may be higher or lower than overall.
